Screening results as filed in PubChem BioAssay.
MLLE-PAM2 inh: blocks PAM2 peptide binding to the PABP1 MLLE domain; GST-MLLE / FITC-PAM2 fluorescence polarization; inhibition, % at 20 µM; actives 0.36% (n = 360,000); in the data active = inhibition above about 35%, passing the limit was not always enough;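 note: plate controls were DMSO wells with GST-MLLE for no effect and wells lacking GST-MLLE protein for full effect; some results filed as inactive read as strong as hits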
CSN deneddyl inh: blocks human CSN-mediated cullin deneddylation. AID 651999. Purified CSN, SCF-Nedd8-OG deneddylation, fluorescence polarization. actives 0.38% (n = 360,000). inhibition, % at 12.5 µM;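 active = pattern-corrected inhibition above about 35%, with an unprinted fluorescence ratio check between 0.5 and 1.5, limit read from the data, passing the limit was not always enough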;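 note: 0% = enzyme with substrate and 100% = substrate without enzyme; some results filed as inactive read as strong as hits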
Target sequence (Q92905 whole entry, looked up, one chain of several): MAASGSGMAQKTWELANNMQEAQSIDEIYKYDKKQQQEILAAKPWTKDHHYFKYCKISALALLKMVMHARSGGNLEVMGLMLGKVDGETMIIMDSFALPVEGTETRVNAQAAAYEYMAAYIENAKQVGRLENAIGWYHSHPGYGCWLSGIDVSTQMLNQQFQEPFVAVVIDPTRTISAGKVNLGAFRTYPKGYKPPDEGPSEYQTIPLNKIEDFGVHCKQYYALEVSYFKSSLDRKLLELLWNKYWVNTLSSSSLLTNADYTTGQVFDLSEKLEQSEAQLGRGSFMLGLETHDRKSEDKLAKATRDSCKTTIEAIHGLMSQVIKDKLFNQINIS
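assay system = purified human Csn5 enzyme expressed in HEK293T cells | amount = 0.24 nM enzyme | buffer or medium = Tris/NaCl/DTT buffer, pH 7.5 | reagent = 10 nM SCFSkp2-Nedd8OG | compound = one concentration, 12.5 µM, 0.25% DMSO | times = 90 min reaction at room temperature | signal = FP | read-out basis = % inhibition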
MsrA inhibitor: inhibitors of bovine MsrA; purified bovine MsrA, absorbance read-out; inhibition, % at 15.5 µM; actives 0.75% (n = 360,000); AID 651718; in the data active = inhibition above about 4.5%;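 note: 0% = vehicle wells with enzyme and 100% = reference inhibitor wells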
FAS-TE inh: FAS thioesterase (human) inhibition. actives 0.67% (n = 360,000). inhibition, % at 15 µM. P49327. AID 602261. recombinant FAS-TE, OMFH fluorogenic substrate, fluorescence endpoint;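 active = compounds whose normalised, plate-corrected inhibition of enzyme fluorescence in the single-dose primary screen is 50% or more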;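 note: 0% = DMSO with enzyme and 100% = substrate without enzyme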
bovine MsrA act: activates bovine MsrA enzyme. AID 602163. purified bovine MsrA, absorbance read-out. actives 0.3% (n = 360,000). activation, % at 10.6 µM; in the data active = activation above about 7.5%;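 note: 0% = vehicle and 100% = reference activator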
Rin1-Abl PPI inh: human Rin1-Abl interaction inhibition | AID 588664 | inhibition, % at 7.35 µM | TR-FRET Rin1/Abl binding, biochemical | actives 0.4% (n = 360,000); in the data active = inhibition above about 5%, passing the limit was not always enough
E coli Lon inh: inhibitors of E. coli Lon protease | purified E. coli Lon protease, fluorescence polarization | inhibition, % at 7.94 µM | actives 0.42% (n = 360,000) | AID 602123 | P0A9M0; in the data active = inhibition above about 13%, passing the limit was not always enough;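 note: 0% = enzyme with probe and DMSO and 100% = no enzyme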
Rpn11 inh: inhibitors of human proteasome Rpn11. O00487. human 26S proteasome, Ub4-pepOG fluorescence polarization; 20S core pre-blocked with epoxomicin. calls only at 20 µM. actives 0.59% (n = 360,000). AID 588493;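 active = inhibition at 20 µM, scaled to each plate's controls, above about 33%, limit read from the data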
Target sequence (O00487 whole entry, looked up): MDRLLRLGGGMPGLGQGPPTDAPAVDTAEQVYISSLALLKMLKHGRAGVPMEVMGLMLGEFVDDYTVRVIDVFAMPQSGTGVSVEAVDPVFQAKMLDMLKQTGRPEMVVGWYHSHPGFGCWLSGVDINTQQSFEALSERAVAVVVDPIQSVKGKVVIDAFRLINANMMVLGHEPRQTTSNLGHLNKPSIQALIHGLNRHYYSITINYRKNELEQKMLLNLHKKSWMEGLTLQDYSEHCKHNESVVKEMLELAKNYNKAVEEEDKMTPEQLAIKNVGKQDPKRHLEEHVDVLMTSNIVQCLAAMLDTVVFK
MT1-MMP act inh: MT1-MMP (human) activation inhibition; GFP/RFP ratio change, % at 20 µM; P50281; AID 651647; HT1080 RFP-PRO-GFP cells, GFP/RFP ratio fluorescence, overnight; percent of plate control window, DMSO zero; actives 0.061% (n = 360,000);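 active = GFP/RFP ratio change of at least 30% with cell ATP level not reduced by more than half and red fluorescence within 50% of control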; note: strong numbers were not always called active
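Material: RFP-PRO-GFP reporter HT1080 cells. Dosing: single-point 20 µM compound, 1% DMSO. Controls: DMSO and RFP-L50D-GFP cell wells. Timing: cells overnight before dosing, compound overnight, 37 °C, 5% CO2. Measure: GFP/RFP fluorescence ratio.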
An asterisk follows results filed as active; i = inactive; nt = no result given.

SMILES	MLLE-PAM2 inh	CSN deneddyl inh	MsrA inhibitor	FAS-TE inh	bovine MsrA act	Rin1-Abl PPI inh	E coli Lon inh	Rpn11 inh	MT1-MMP act inh
CN(C)c1cccc(C(=O)OCCCC(=O)c2ccc(F)cc2)c1	-1	-2	0.1	17	-1	-1	-13	i	1
CC(=O)c1cccc(NC(=S)NC2CCCCCCC2)c1	-22	3	-0.4	14	-2	3	-3	i	1
O=C1CCSc2ccc(Cl)cc2N1Cc1ccc(Cl)cc1	1	-4	0.8	22	0	0	-9	i	2
Cc1cc(-c2ccccc2C(=O)NC2CCCCC2)on1	6	1	0.8	-4	-11	2	11	i	nt
COc1ccc(C(=O)NCC(=O)N/N=C/c2ccc([N+](=O)[O-])o2)cc1OC	11	2	2.5	-1	-4	2	11	i	0
O=C(Nc1ccc(F)cc1F)C1CCN(c2ncnc3c2sc2cccc(F)c23)CC1	4	1	-0.7	12	0	2	-3	i	1
CCC(C)(C)C1CCC(=NNC(=S)Nc2cccnc2)CC1 (configuration not stated)	-64	-2	0.2	-3	-10	2	6	i	5
COc1ccc(Nc2cc(C)nc3nc(C)nn23)cc1Cl	14	-4	0.2	-4	-1	-3	4	i	-2
COc1ccc(C2SCC(C(=O)O)N2C(C)=O)cc1OC (configuration not stated)	3	3	-1.4	-4	-3	1	-2	i	-1
CCN(N)C(=S)Nc1ccc(F)cc1	-88	-5	0.8	-4	-5	-5	-12	i	-7
COc1ccc(C(CC(=O)O)NC(=O)COc2cc(C)ccc2C)cc1OC (configuration not stated)	6	-3	0.4	-4	-8	1	-9	i	1
C=CCOc1ccc(C(c2c(O)nc(SC)[nH]c2=O)c2c(O)nc(SC)[nH]c2=O)cc1	37	7	0.6	-4	-4	3	12	i	-3
Cc1c(-c2cccs2)[n+](=O)c2c(n1[O-])CCCC2	-14	0	1.2	-10	-2	-1	0	i	0
Cc1nc(NC(=O)C(C)(C)C)sc1C(=O)Cn1cc(CCc2ccccc2)nn1	-10	3	0.6	-44	-3	0	-7	i	-4
O=C(CCS(=O)(=O)Cc1ccccc1)N1CCN(c2ccccc2)CC1	-7	3	-0.7	-3	-14	3	-8	i	10
CC(C)C[C@H](NC(=O)c1nc[nH]c1C(=O)N[C@@H](CCCCN)C(=O)OC(C)(C)C)C(=O)OC(C)(C)C	9	1	nt	-15	1	0	-4	i	2
COc1ccc(C(=O)Cc2ccc(F)cc2)c(OC)c1	4	-14	-0.4	5	0	-4	-6	i	-10
COC(=O)CNC(=O)CCCCC(=O)NCC(=O)OC	-7	-2	0.0	-5	-5	-3	12	i	3
CCOC(=O)[C@]12CCC=C1N(Cc1ccc(Cl)cc1Cl)C(=O)[C@H](CC(=O)NCc1ccccc1)C2	nt	-6	-0.4	20	1	nt	-1	nt	-4
COc1ccc(C(=O)N2CCC(n3c(C)nc4cc(F)ccc43)CC2)cc1	-10	-6	-1.7	2	-3	-1	3	i	3

Five entries out of the list, ordered by SMILES length, high to low.
SMILES	MLLE-PAM2 inh	CSN deneddyl inh	MsrA inhibitor	FAS-TE inh	bovine MsrA act	Rin1-Abl PPI inh	E coli Lon inh	Rpn11 inh	MT1-MMP act inh
CC(C)C[C@H](NC(=O)c1nc[nH]c1C(=O)N[C@@H](CCCCN)C(=O)OC(C)(C)C)C(=O)OC(C)(C)C	9	1	nt	-15	1	0	-4	i	2
COc1ccc(C2SCC(C(=O)O)N2C(C)=O)cc1OC (configuration not stated)	3	3	-1.4	-4	-3	1	-2	i	-1
COc1ccc(Nc2cc(C)nc3nc(C)nn23)cc1Cl	14	-4	0.2	-4	-1	-3	4	i	-2
CC(=O)c1cccc(NC(=S)NC2CCCCCCC2)c1	-22	3	-0.4	14	-2	3	-3	i	1
COC(=O)CNC(=O)CCCCC(=O)NCC(=O)OC	-7	-2	0.0	-5	-5	-3	12	i	3

Remaining list, next part
SMILES	MLLE-PAM2 inh	CSN deneddyl inh	MsrA inhibitor	FAS-TE inh	bovine MsrA act	Rin1-Abl PPI inh	E coli Lon inh	Rpn11 inh	MT1-MMP act inh
COCCN(CCOC)C(=O)C1CCN(c2ccc(S(=O)(=O)N3CCOCC3)cc2[N+](=O)[O-])CC1	-6	-1	0.0	-10	-6	-3	-17	i	0
COc1ccc(CN2C3CCCC2CC(NC(=O)Nc2ccccc2)C3)cc1 (configuration not stated)	-2	2	-1.1	-6	-2	-3	6	i	4
COc1ccc(C(N)c2csc(Nc3nncc4ccccc34)n2)cc1 (configuration not stated)	-36	-1	1.5	-8	1	-5	-4	i	-2
C=CCc1cc(OC)ccc1OCCOCCC(C(=O)OCC)C(=O)OCC	8	3	-0.6	16	-3	2	-6	i	4
COc1ccc(/C=N/NC2=NS(=O)(=O)c3ccccc32)cc1	-7	-2	4.2	-4	-5	-4	-20	i	1
Cc1ccc(C(=O)Nc2cccc(C(=O)N/N=C/c3ccc(F)cc3)c2)cc1	-2	7	0.8	-2	-3	-3	-11	i	4
COc1ccc(/C=N/c2oc(-c3ccccc3)cc2C#N)cc1	4	-3	1.1	0	-8	1	-15	i	2
Cc1cc(NS(=O)(=O)c2ccc(N3C(=O)C4C5C=CC(C5)C4C3=O)cc2)nc(C)n1 (configuration not stated)	-1	1	-0.7	-7	3	1	9	i	-1
CCOC(=O)Cc1csc(NC(=O)CN2CCN(CC)CC2)n1	8	1	0.1	-7	-10	0	14	i	18
CC(=O)Nc1ccc(NC(=O)C(C)OC(=O)c2ccc(S(=O)(=O)N3CCCCCC3)cc2)cc1 (configuration not stated)	-24	-2	0.5	0	-7	-3	-7	i	-10
O=C(CNC(=O)c1ccccc1)NCc1nc2ccccc2[nH]1	2	-2	0.7	-7	-1	0	4	i	3
CC1(C)Cc2ccccc2C(N/N=C/c2cccc(F)c2)=N1	9	5	-0.6	1	-2	-1	-8	i	-2
CCOc1cc(Cl)c(S(=O)(=O)NCc2ccccn2)cc1Cl	4	4	0.4	0	0	3	2	i	3
O=C(COC(=O)CNC(=O)c1ccccc1F)Nc1ccc2[nH]c(=O)[nH]c2c1	1	-4	-0.9	-5	-8	5	1	i	-3
Clc1ccc(CSc2nnc(/C=C/c3ccccc3)o2)c(Cl)c1	-17	2	1.3	13	-1	0	1	i	3
CCC(CO)n1c(SCc2cc(=O)oc3cc(C)ccc23)nc2ccccc2c1=O (configuration not stated)	23	1	0.0	2	-12	4	3	i	-3
O=C(CSc1nnc(Nc2ccccc2)s1)Nc1cccnc1Cl	-10	-3	1.3	-1	-13	1	-1	i	1
S=C(NCc1ccco1)Nc1ccc(Cl)cc1Cl	27	-8	-1.5	0	0	1	13	i	4
CC(C)(C)N(Cc1ccc2c(c1)OCO2)C(=O)/C=C\S(=O)c1ccccc1 (configuration not stated)	9	3	-0.4	5	-4	2	5	i	6
CCOC(=O)N1CCc2c(sc(NC(=O)C3=COCCO3)c2C(N)=O)C1	-10	8	2.5	-6	-4	-3	4	i	3

Fetched one by one from above (two):
SMILES	MLLE-PAM2 inh	CSN deneddyl inh	MsrA inhibitor	FAS-TE inh	bovine MsrA act	Rin1-Abl PPI inh	E coli Lon inh	Rpn11 inh	MT1-MMP act inh
O=C(CNC(=O)c1ccccc1)NCc1nc2ccccc2[nH]1	2	-2	0.7	-7	-1	0	4	i	3
Clc1ccc(CSc2nnc(/C=C/c3ccccc3)o2)c(Cl)c1	-17	2	1.3	13	-1	0	1	i	3

Only FAS-TE inh, for some of the entries so far:
structure	FAS-TE inh
COCCN(CCOC)C(=O)C1CCN(c2ccc(S(=O)(=O)N3CCOCC3)cc2[N+](=O)[O-])CC1	-10
COc1ccc(CN2C3CCCC2CC(NC(=O)Nc2ccccc2)C3)cc1 (configuration not stated)	-6
COc1ccc(C(N)c2csc(Nc3nncc4ccccc34)n2)cc1 (configuration not stated)	-8
C=CCc1cc(OC)ccc1OCCOCCC(C(=O)OCC)C(=O)OCC	16

(list continues)
SMILES	MLLE-PAM2 inh	CSN deneddyl inh	MsrA inhibitor	FAS-TE inh	bovine MsrA act	Rin1-Abl PPI inh	E coli Lon inh	Rpn11 inh	MT1-MMP act inh
COC(=O)c1sccc1NC(=O)c1cc(-c2ccc(C)cc2)nc2ccccc12	6	6	0.2	14	-3	1	1	i	3
COc1cc(C2=NOC(C(=O)NCc3ccc(F)cc3)C2)cc(OC)c1OC (configuration not stated)	-8	2	-0.3	0	-13	4	-15	i	13
COCCNC(=S)N(CCc1c(C)[nH]c2ccc(C)cc12)Cc1ccco1	-120	-9	0.2	11	-3	0	2	i	-5
O=c1cc(-c2ccccc2)nc2nc(-c3ccccc3)[nH]n12	7	-3	3.5	0	-1	-3	-8	i	1
O=C(COc1coc(CN2CCN(c3ccccc3F)CC2)cc1=O)NCC1CCCO1 (configuration not stated)	1	-5	-1.5	-6	-1	0	0	i	-3
Cc1nc2ccc(NC(=O)c3sccc3C)cc2s1	8	-5	0.0	-9	0	-2	-2	i	5
CCOC(=O)CN1C(=O)NC(C)(c2ccc(OC(F)F)cc2)C1=O (configuration not stated)	3	5	1.3	-7	1	0	6	i	-4
O=[N+]([O-])c1ccc(Cl)c(/C=N/NC(=S)Nc2ccccc2)c1	9	2	0.1	-2	-5	1	-8	i	6
Cc1cccc(OCCCC(=O)Nc2ccc(Br)cc2)c1	-8	0	1.1	18	-6	2	-5	i	12
CCC1(CC)Cc2ccccc2C(CC(=O)N2CCOCC2)=N1	20	-2	2.6	-6	-11	1	2	i	-8
CC(=O)c1ccc(NC(=O)c2cc(C)no2)cc1	-11	-3	-0.1	-2	0	1	-2	i	-1
N#Cc1cccc(Cn2nnc(-c3ccccc3)n2)c1	-2	2	1.2	20	-4	0	-3	i	-2
CN(CC1COc2ccccc2O1)C(=O)c1ccc(Cl)c(S(=O)(=O)N2CCCCCC2)c1 (configuration not stated)	1	0	1.2	21	0	0	0	i	-2
COc1cccc(NC(=O)C2CCCN(S(=O)(=O)c3ccc(-n4cnnn4)cc3)C2)c1 (configuration not stated)	4	1	2.1	4	-3	3	-11	i	-12
CCCCn1c(=O)cc(N2CCOCC2)[nH]c1=O	4	-2	1.2	-3	-2	-3	1	i	-6
CC(O)(c1cccc(F)c1)c1nc(-c2cccc3cccnc23)cs1 (configuration not stated)	3	4	-1.2	12	-6	-3	-10	i	-1
COc1ccccc1CC(=O)O/N=C(\N)c1ccccn1	-13	1	-0.2	-5	-3	-5	1	i	3
COc1ccc(-c2cc(C(F)(F)F)nc(N3CCOCC3)n2)cc1	1	-3	1.5	23	-6	-3	-9	i	-1
CCc1ccc(Nc2ccc(C(=O)O)cc2[N+](=O)[O-])cc1	-11	-1	-0.5	2	-3	1	4	i	4
CCN(CC)S(=O)(=O)c1cccc(C(=O)N[C@H](C(=O)Nc2nc3ccc(F)cc3s2)C(C)C)c1	0	-2	0.9	8	0	1	3	i	-50
CC(C)(C)NC(=O)C1CC(=O)OC1(C)C (configuration not stated)	-13	-6	0.2	-6	3	-1	-6	i	1
CC(C)=CCN1CCN(CCC2=C(C)CCCC2(C)C)CC1CCO (configuration not stated)	-8	-2	-1.3	-12	-9	2	1	i	1
